Assay outcomes deposited in PubChem by National Center for Advancing Translational Sciences (NCATS).
Tb PYK inh – qHTS of Trypanosoma Brucei Inhibitors | pyruvate kinase (Trypanosoma brucei), Q57TT1 | TbPYK enzyme, Kinase-Glo Plus ATP luminescence, 45 min | Potency, µM (highest dose often 76.8 µM), for inactives: at the highest dose activity, negative = inhibition, actives largely listed as inhibitors | 410,000 compounds, 0.12% hits; further: nearly all actives have a fitted effect of over 50% in size
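Activity of T. brucei pyruvate kinase was followed by Kinase-Glo Plus luminescence after the enzyme reacted 45 min at room temperature with 130 uM ADP (final) and substrate. Test compounds were added before ADP at multiple concentrations.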
Sm TGR inh – qHTS Assay for the Inhibitors of Schistosoma Mansoni Peroxiredoxins | Schistosoma mansoni thioredoxin glutathione reductase (TGR), Q962Y6 | purified TGR, DTNB reduction, TNB absorbance 405 nm | Potency, µM (doses to about 114 µM), for inactives: at the top dose activity change, negative = inhibition, hits mostly inhibitors | 360,000 compounds, 3% hits; further: nearly all actives have a fitted effect of over 60% in size
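TGR 20 nM + NADPH 100 uM (dispensed conc.), cpd preinc 15 min RT; start with NADPH (500 uM addition) then DTNB (15 mM addition). Kinetic TNB absorbance, 405 nm filter. Four-parameter Hill fit across titration.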
LmPK inh – qHTS Assay for Inhibitors of Leishmania Mexicana Pyruvate Kinase (LmPK); Q27686; purified LmPK, Kinase-Glo ATP luminescence, 1 h; Potency, µM (series often up to 57.5 µM), for the others: at the top dose activity change, negative = inhibition, usual class: inhibitors; 290,000 compounds, 0.37% hits; AID 1721, 2009
Target sequence (Q27686 whole entry, looked up): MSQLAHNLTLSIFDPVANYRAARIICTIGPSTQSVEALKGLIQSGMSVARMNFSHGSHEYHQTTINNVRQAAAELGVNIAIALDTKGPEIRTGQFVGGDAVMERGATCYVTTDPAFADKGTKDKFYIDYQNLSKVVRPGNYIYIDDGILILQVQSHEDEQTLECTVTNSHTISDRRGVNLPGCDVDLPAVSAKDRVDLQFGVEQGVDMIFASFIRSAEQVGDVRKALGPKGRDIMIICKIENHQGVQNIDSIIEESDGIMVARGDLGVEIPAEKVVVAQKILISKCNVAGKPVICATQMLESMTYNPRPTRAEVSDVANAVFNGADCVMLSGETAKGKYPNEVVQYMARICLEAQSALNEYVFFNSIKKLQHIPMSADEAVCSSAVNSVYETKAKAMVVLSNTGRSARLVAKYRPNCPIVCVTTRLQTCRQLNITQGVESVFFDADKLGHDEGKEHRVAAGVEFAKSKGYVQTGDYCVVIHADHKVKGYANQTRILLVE
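Pyruvate kinase activity monitored as ATP production (luciferase luminescence). Conditions: 0.1 nM enzyme, 0.5 mM PEP, 0.1 mM ADP, 1 h, RT; normalized against uninhibited and no-enzyme wells.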
Pf growth 96h – Primary qHTS for delayed death inhibitors of the malarial parasite plastid, 96 hour incubation; 320,000 compounds, 6.9% hits; AID 504834, 2011; P. falciparum luciferase reporter growth, 96 h; Potency, µM (top dose mostly 28.7 µM), inactives show top-dose activity change, negative = inhibition, most hits filed as inhibitors
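96 h incubation, 37 C, 5% CO2, of luciferase-reporter P. falciparum-infected RBCs (2% hematocrit, 0.05% parasitemia final) with test compounds; endpoint luminescence.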
HCV inhibitor – qHTS Assay for Inhibitors of Hepatitis C Virus (HCV); 340,000 compounds, 3.4% hits; Huh7.5.1 HCVcc-Cre infection, luciferase reporter, 44 h; Potency, µM (series often up to 41.8 µM), for the others: at the highest dose activity change, negative = inhibition, usual class: inhibitors
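Compounds are dispensed onto cells plated 4 h earlier at 1,000 per well, with HCVcc-Cre virus (about 0.5 moi) added next. Following 44 h of culture, luminescent signal is measured for 15 sec after 15 min with substrate at room temperature.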
Pf growth 48h – Primary qHTS for delayed death inhibitors of the malarial parasite plastid, 48 hour incubation | P. falciparum luciferase growth in erythrocytes, 48 h | Potency, µM (doses to about 28.7 µM), inactives show at the highest dose activity change, negative = inhibition, actives largely listed as inhibitors | 310,000 compounds, 5.9% hits | AID 504832, 2011
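In quantitative HTS format, infected erythrocytes bearing luciferase-reporter parasites were treated for a single generation at 37 C. Luminescence after adding detection reagent served as the growth measure.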
* marks the source's active call; other numbers are inactive results; ? = inconclusive; . = not tested or not shown; & = joins results of further samples; [ ] = dose if it differs, or a comment. The call rests on the fitted dose curve; in most records, active means well fitted curve in the direction sought with a large enough effect; inconclusive means small, poorly fitted or top-dose-only effect, or another doubt; inactive means no such curve, though single readings can be large; an effect the other way counts as inactive or inconclusive. On the % scale 0 is the no-effect control and ±100 the full control effect; potency means the concentration at half of the fitted maximal effect.

SMILES	Tb PYK inh	Sm TGR inh	LmPK inh	Pf growth 96h	HCV inhibitor	Pf growth 48h
CCN(C(=O)c1ccccc1)c1ccc([N+](=O)[O-])cc1	-4%	-2%	0%	8.3µM*	3%	?
Cc1ccccc1NC(=O)CN(C)S(=O)(=O)c1ccc(-c2ccc(=O)[nH]n2)s1	4%	-24%	-8%	?	0%	?
O=C(NCc1ccco1)c1c2c(nc3ccccc13)CCC2	?	40µM*	8%	31%[activator]	-5%	-21%
CC(=O)Nc1ccc(S(=O)(=O)NCCNS(=O)(=O)c2ccc(NC(C)=O)cc2)cc1	?	-13%	-4%	?	6%	-4%
O=C(CN1CCc2ccccc2C1)c1cccs1	-4%	-5%	-8%	.	5%	?
CCCCNC(=O)c1cc(S(=O)(=O)N2CCCCC2)oc1C	-6%	3%	-1%	-1%	?	93%[activator]
N#Cc1ccc(C(=O)Nc2cc(S(=O)(=O)N3CCCC3)ccc2OCC(F)(F)F)cc1	-13%	-3%	-1%	-16%	5%	-29%
COc1ccc(NC(=O)C2CCCO2)cc1Cl (stereo not given)	2%	18%	-3%	.	11%	33%[activator]
O=C(NCc1ccc2c(c1)OCO2)c1cnc2n(c1=O)CCS2	0%	-1%	4%	-20%	-2%	.
OCc1ccnc(Cl)c1	5%	1%	1%	?	8%	2%
O=c1cc(CSc2nnc(-c3cccnc3)n2-c2ccccc2F)nc2sccn12	-6%	9%	0%	9%	-4%	-12%
Cc1ccc(S(=O)(=O)c2nc(-c3ccccc3)oc2N2CCC(C(N)=O)CC2)cc1	3%	14µM*	8%	13µM*	19%	?
O=C1C2C3C=CC(CC3)C2C(=O)N1c1ccc(Cl)cc1 (stereo not given)	4%	-9%	-3%	?	-17%	?
CC(=O)C(C)n1c(CN2CCN(C(=O)c3ccco3)CC2)nc2c1c(=O)n(C)c(=O)n2C (stereo not given)	-5%	-25%	-2%	-7%	6%	-11%
O=C(/C=C/c1ccccc1)CC(O)(c1ccccc1)C(F)(F)F (stereo not given)	0%	28µM*	10%	?	?	.
CCOC(=O)C(=O)/C(=C\N(C)C)c1onc(-c2c(Cl)cccc2Cl)c1C(=O)OC	11%	-32%	5%	6%	0%	?
O=P(Cc1ccccc1)(c1ccccc1)c1ccccc1	-7%	5%	2%	1%	15%	0%
O=C(CCc1nc2ccccc2c(=O)[nH]1)Nc1cc(Cl)ccc1N1CCCC1	-11%	-8%	.	?	?	18%
CN(C(=O)CSc1nnc(-c2cccs2)n1C1CC1)C1CCS(=O)(=O)C1 (stereo not given)	0%	6%	.	50%[activator]	1%	31%[activator]
Cc1cc[n+](-c2[nH]c(=O)sc2/C=N/NC([S-])=Nc2ccccc2)cc1C	-10%	2%	3%	2%	-14%	-7%
S=c1nc(-c2cccc(Br)c2)[nH][nH]1	?	7%	-9%	54%[activator]	6%	-2%
Cc1ncc(CO)c2cc(C(N)=O)c(=Nc3ccccc3)oc12	1%	-1%	6%	?	-22%	-2%
COC(=O)c1cc2sccc2n1Cc1nc(-c2ccc(OC)cc2)oc1C	-22%	-13%	1%	-4%	-14%	?
CCOc1ccc(CCNC(=O)COC(=O)/C=C/c2ccc(OC)c(OC)c2)cc1OCC	6%	-9%	-5%	?	-22%	?
O=C(Cc1ccc(Cl)cc1)N1CCN(C(=O)c2ccco2)CC1	-2%	?	-1%	48%[activator]	-7%	2%
CCCc1ccc(-c2ccc(-c3noc(-c4ccncc4)n3)cc2)nc1	1%	-17%	7%	10µM*	?	0%
COC(=O)c1c(C)oc2ccc(N(C(=O)c3ccncc3)S(=O)(=O)c3ccc4ccccc4c3)cc12	-10%	2%	1%	0%	?	3%
Cn1ncc([N+](=O)[O-])c1C(=O)Nc1cccc2ccccc12	3%	1%	1%	2.3µM*	-23%	16%
COc1ccc(COCC(O)CN2CCCC(C(F)(F)F)C2)cc1 (stereo not given)	.	-9%	-7%	64%[activator]	.	30%[activator]
COc1ccc(/C=C/c2ccncc2)cc1	-6%	-8%	-10%	216%[activator]	-1%	66%[activator]
O=C(O)c1ccccc1SCc1cn2ccccc2n1	4%	-3%	0%	43%[activator]	37%[activator]	3%
Cc1cc(C=O)c(C)n1-c1cccc(C(=O)O)c1	1%	0%	1%	-11%	22%	29%
Cc1c(Cc2ccccc2)c(=O)oc2c(C)c(OCC(=O)N3CCC(C(=O)O)CC3)ccc12	2%	-1%	1%	?	-7%	2%
CSC1=NCCN1S(=O)(=O)c1ccccc1	-5%	5%	2%	0%	18%	46%[activator]
CCN(CC)CCOC(=O)c1ccc(NC(=O)/C=C/c2cccs2)cc1	-4%	-7%	-3%	?	?	?
COc1cc(N2CCOCC2)ccc1C=C(C#N)C#N	3%	.	9%	?	-10%	-9%
Cc1nc(C(F)(F)F)nc(Nc2ccc(N=Nc3ccccc3)cc2)c1C#N	11%	-10%	5%	20%	1%	12%
Cc1cccc(N2CCN(C(=O)CCNS(=O)(=O)c3ccc4c(c3)CCC(=O)N4)CC2)c1C	2%	5%	0%	?	?	?
CCOC(=O)C(=O)Nc1ccccc1C(=O)OC	0%	13%	0%	-6%	0%	55%[activator]
CCOC(=O)c1[nH]c(=O)[nH]c1CSc1ccccn1	-6%	14µM*	7%	-18%	20%	11%
CC(=O)C1=NN(c2ccccc2)C(c2ccc3c(c2)OCO3)N1c1ccc(N2CCOCC2)cc1 (stereo not given)	4%	4%	0%	?	?	15µM*
CCOc1ccccc1N(CC(=O)NCCSc1ccccn1)S(=O)(=O)c1ccc(C)cc1	4%	6%	-2%	1%	9%	?
C=CCn1c(SCC(=O)c2ccccc2)nnc1-c1ccc2c(c1)OCO2	-11%	?	-2%	11%	15%	-2%
Cc1nnsc1NC(=O)OCc1ccccc1Cl	-3%	11%	-1%	-8%	-27%	-14%
O=C(COc1ccc(Cl)cc1)N1CCN(S(=O)(=O)c2ccccc2)CC1	3%	-1%	1%	?	6%	.
COC(=O)c1cc(C(=O)N2CCN(c3ncccn3)CC2)cc([N+](=O)[O-])c1	0%	-1%	6%	0%	-4%	1%
CCN(CC)C(=O)c1sc(NC(=O)Cc2ccccc2)c(C#N)c1C	-10%	0%	2%	13%	5%	?
O=C(Nc1ccccc1-c1ccccc1)C1CCCN(c2ncccn2)C1 (stereo not given)	-3%	-26%	1%	?	.	10%
N#Cc1c(C(F)(F)F)cc(-c2ccc(F)cc2)nc1SCC(=O)O	-3%	-1%	8%	25%	14%	9%
NC(=S)c1cc2cc(Cl)ccc2oc1=O	-4%	1%	1%	19%	11%	-3%

Record cards, as listed above.
CCOC(=O)C(=O)Nc1ccccc1C(=O)OC is listed with Tb PYK inh = 0%; Sm TGR inh = 13%; LmPK inh = 0%; Pf growth 96h = -6%; HCV inhibitor = 0%; Pf growth 48h = 55%[activator]
NC(=S)c1cc2cc(Cl)ccc2oc1=O is listed with Tb PYK inh = -4%; Sm TGR inh = 1%; LmPK inh = 1%; Pf growth 96h = 19%; HCV inhibitor = 11%; Pf growth 48h = -3%

Later entries:
SMILES	Tb PYK inh	Sm TGR inh	LmPK inh	Pf growth 96h	HCV inhibitor	Pf growth 48h
COC(=O)/C=C1/S/C(=N/N=C/c2ccco2)NC1=O	-18%	-29%	-25%	?	-8%	?
c1cncc(C2Nc3ccccc3-c3nc4ccccc4n32)c1 (stereo not given)	-4%	11%	2%	9%	?	.
O=c1c2ccccc2ncn1Cc1ccco1	-1%	?	-4%	43%[activator]	8%	-4%
N/C(=N\NC(=O)c1cccs1)c1cc2ccccc2oc1=O	2%	-14%	-1%	0%	10%	13%
CN1CCC(NC(=O)c2cccc(Oc3ccccc3)c2)CC1	-7%	0%	-3%	10%	?	-1%
COc1ccc(-c2noc(CCC(=O)Nc3cc(OC)ccc3OC)n2)cc1	2%	0%	8%	47%[activator]	?	.
COc1cccc(NC(=S)NN2CCN(C)CC2)c1	-2%	1%	5%	33%[activator]	-10%	161%[activator]
COc1ccc(CCNC(=O)NC2CCCCC2)cc1OC	5%	2%	-2%	-3%	-14%	16%
S=c1[nH]nc([C@@H]2C[C@H]2c2ccccc2)n1-c1ccccc1	4µM*	-9%	?	37%[activator]	3%	10%
Cc1c(NC(=O)c2cccc(NC(=O)c3ccco3)c2)cccc1C(=O)O	-7%	-8%	-8%	.	-2%	50%[activator]
O=C(c1ccc(N2CCCCC2)c([N+](=O)[O-])c1)N(Cc1ccccc1)c1ccccn1	7%	-35%	0%	?	?	?
CCOC(=O)C1=C(c2ccccc2)N=c2s/c(=C\c3cccc(O)c3)c(=O)n2C1c1cccs1 (stereo not given)	3%	5%	5%	?	32µM*	4%
O=C(Cc1cccs1)Nc1cccc(-c2nc3cc4ccccc4cc3[nH]2)c1	-6%	-4%	-26%	207%[activator]	11µM*	45%[activator]
Cc1onc(-c2ccccc2)c1C(=O)NNC(=S)NC(=O)c1ccc(Br)cc1	-16%	5%	0%	-19%	?	3%
O=C(Nc1ccccc1)N(C1=NCCCCS1)c1ccccc1	0%	-29%	-11%	.	-16%	36%[activator]
Cc1cc(Oc2ccc(=O)n(C)n2)nc(Oc2ccc(=O)n(C)n2)n1	-5%	10%	2%	10µM*	3%	5%
Cc1cnc(N)c2c(=O)oc3ccccc3c12	2%	4%	-1%	4%	6.3µM*	.
CCOC(=O)N1CCN(S(=O)(=O)c2ccc(Cl)cc2)CC1	-3%	-11%	2%	?	6%	?
CC(C)CC(=O)NC(Oc1ccc(Cl)cc1)C(Cl)(Cl)Cl (stereo not given)	-1%	4%	5%	5%	-12%	6%
COC/C=C/C1=CC(=O)C[C@H](c2ccc3c(c2)OCO3)C1	-4%	?	.	?	?	?
COc1ccc(-c2nc(SC(C)C(=O)NC3CC3)n[nH]2)cc1 (stereo not given)	2%	-9%	.	?	13%	?
CCCN(CCC)S(=O)(=O)c1ccc(C(=O)O)cc1	1%&0%	4%	3%	-2%&-18%	4%[8.37 µM]	5%&8%
CNc1nnc(-c2cccc(N(C)C)c2)s1	-11%	47%[activator]	-5%	3%	-10%	148%[activator]
Cc1cc(C)n2nc3nc(N4CCCCC4)nc(-c4ccco4)c3c2n1	?	1.4µM*	0%	-19%	?	?
N=C1C(c2nc3ccccc3c(=O)[nH]2)=C(O)CN1CCc1ccccc1	-6%	-9%	1%	6%	5%	.
CSCCC(NC(=O)c1ccc(Br)cc1)C(=O)O (stereo not given)	2%	-1%	5%	6%	19%	-21%
COc1ccccc1CNC(=O)c1nnc(Cc2ccc(Cl)cc2)o1	-3%	-9%	-1%	356%[activator]	-19%	8%

Some of the entries above, set out differently.
Below each SMILES – Tb PYK inh	Sm TGR inh	LmPK inh	Pf growth 96h	HCV inhibitor	Pf growth 48h
CCOC(=O)N1CCN(S(=O)(=O)c2ccc(Cl)cc2)CC1
  -3%	-11%	2%	?	6%	?
CC(C)CC(=O)NC(Oc1ccc(Cl)cc1)C(Cl)(Cl)Cl (stereo not given)
  -1%	4%	5%	5%	-12%	6%

Three compounds from above, reduced to LmPK inh and HCV inhibitor:
mol	LmPK inh	HCV inhibitor
Cc1ccc(S(=O)(=O)c2nc(-c3ccccc3)oc2N2CCC(C(N)=O)CC2)cc1	8%	19%
O=C1C2C3C=CC(CC3)C2C(=O)N1c1ccc(Cl)cc1 (stereo not given)	-3%	-17%
CC(=O)C(C)n1c(CN2CCN(C(=O)c3ccco3)CC2)nc2c1c(=O)n(C)c(=O)n2C (stereo not given)	-2%	6%
